EWS-Fli inh: inhibitors of EWS/Fli oncoprotein transcriptional activity | A673 NR0B1-luciferase reporter, viability-normalised | inhibition, % at 12.6 µM | actives 0.67% (n = 350,000);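 active means mean inhibition of at least 50% after viability correction, with every replicate also passing that limit; inconclusive means mean reaches 50% but only one of two replicates passes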;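 further: firefly luciferase signal divided by Alamar Blue viability fluorescence both relative to DMSO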
RAD52 inh: RAD52 (human) annealing inhibition; P43351; recombinant RAD52 DNA annealing, FRET fluorescence; inhibition, % at 18.7 µM; actives 0.46% (n = 360,000); AID 651710;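 active means every replicate showing at least 50% inhibition; inconclusive means mean inhibition at least 50% but not in every replicate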
E-selectin induc: induces E-selectin expression in human endothelial cells; HUVEC E-selectin immunofluorescence imaging; normalized: neutral wells 0, TNF-alpha wells 100; actives 0.37% (n = 260,000); P16581; activation, % at 7.58 µM;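 active means mean E-selectin-positive cell signal at least 10% of the positive control, reached in at least 60% of replicates, without over 20% cell loss; inconclusive means no rule given, readout overlaps actives, possibly toxicity-flagged; inactive means the rest, including those meeting only one limit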;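 further: in these data hits start at about 27%; measured in HUVEC primary endothelial cells; signal is the percent of cells scored E-selectin positive by PE staining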
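Test system: HUVEC; input: 3,000 HUVEC/well; measured by: immunofluorescence imaging; read-out: % PE-positive cells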
S100A4 inh HTS: S100A4-myosin IIA interaction inhibition; P26447; S100A4/TAMRA-MyoIIA peptide fluorescence polarization; inhibition, % at 10.7 µM; actives 0.14% (n = 360,000); AID 652163;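 active means mean inhibition of at least 70% across replicates, with every replicate also reaching that level; inconclusive means mean inhibition reaches 70% but some replicates fall short; inactive means mean inhibition below 70%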
Target sequence (P26447 whole entry, looked up): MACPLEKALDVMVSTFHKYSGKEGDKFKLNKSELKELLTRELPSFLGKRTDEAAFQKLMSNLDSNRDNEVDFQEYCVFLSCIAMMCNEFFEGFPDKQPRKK
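System – human S100A4 monomer protein, biochemical binding assay · Buffer or medium – Calcium-containing HEPES buffer, pH 7.2 · Timing – 5 min between mix addition and reading · Also added – TAMRA-labelled myosin IIA heavy-chain peptide probe, 5 nM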
Xi reactivation: reactivates the inactive X chromosome in mouse fibroblasts. XiGFP mouse fibroblasts, % GFP-positive cells imaging, 3 d; cells co-treated with 5-aza-dC sensitizer; scaled so ellipticine positive control = 100%. activation, % at 7.58 µM. actives 0.055% (n = 360,000). AID 743238;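 active means mean normalized replicate activation at least 10% and every replicate at or above 10%; inconclusive means only one of the two criteria met; inactive means mean below 10% and not all replicates reach 10%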;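 further: 0% = median of on-plate neutral control wells and 100% = ellipticine 6 µM median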
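Material: XiGFP fibroblasts, SV40-immortalized; Buffer or medium: DMEM containing 5-aza-dC; Compound dosing: single point; Times: 3 days compound exposure.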
FN deposition inh: fibronectin deposition inhibition. AH1F fibroblasts, Alexa488-fibronectin deposition fluorescence, overnight. inhibition, % at 12.6 µM. actives 0.086% (n = 350,000). AID 743247;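 active means mean inhibition across replicates of 30% or more, regardless of how many single replicates reach that level; inconclusive means mean under 30% yet at least half of replicates reach 30%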;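 further: positive control wells lacked labelled fibronectin entirely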
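Assay system: AH1F fibroblasts / Quantity: 10000 cells per well / Medium: DMEM plus 2% serum, read in PBS / Reagent: labelled fibronectin 24 nM / Dosing: single dose, pinned / Times: 1 h cell attachment, overnight exposure to compound and label / Signal: fluorescence, ex 485 nm, em 525 nm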
RAD54 inh: inhibitors of human RAD54 branch migration. Q92698. RAD54 Holliday junction branch migration, FAM/BHQ fluorescence. inhibition, % at 10.4 µM. actives 0.14% (n = 360,000);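 active means mean normalized replicate activity at least 40 and at least half of replicates scoring 40 or more; inconclusive means only one of the two criteria met; inactive means mean below 40 and under half of replicates reaching 40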;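 further: 0% = median of neutral control wells and 100% = median of positive control wells; inhibitors cause a drop in the FAM fluorescence signal; in these data hits start at about 50%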
Target sequence (Q92698 whole entry, looked up): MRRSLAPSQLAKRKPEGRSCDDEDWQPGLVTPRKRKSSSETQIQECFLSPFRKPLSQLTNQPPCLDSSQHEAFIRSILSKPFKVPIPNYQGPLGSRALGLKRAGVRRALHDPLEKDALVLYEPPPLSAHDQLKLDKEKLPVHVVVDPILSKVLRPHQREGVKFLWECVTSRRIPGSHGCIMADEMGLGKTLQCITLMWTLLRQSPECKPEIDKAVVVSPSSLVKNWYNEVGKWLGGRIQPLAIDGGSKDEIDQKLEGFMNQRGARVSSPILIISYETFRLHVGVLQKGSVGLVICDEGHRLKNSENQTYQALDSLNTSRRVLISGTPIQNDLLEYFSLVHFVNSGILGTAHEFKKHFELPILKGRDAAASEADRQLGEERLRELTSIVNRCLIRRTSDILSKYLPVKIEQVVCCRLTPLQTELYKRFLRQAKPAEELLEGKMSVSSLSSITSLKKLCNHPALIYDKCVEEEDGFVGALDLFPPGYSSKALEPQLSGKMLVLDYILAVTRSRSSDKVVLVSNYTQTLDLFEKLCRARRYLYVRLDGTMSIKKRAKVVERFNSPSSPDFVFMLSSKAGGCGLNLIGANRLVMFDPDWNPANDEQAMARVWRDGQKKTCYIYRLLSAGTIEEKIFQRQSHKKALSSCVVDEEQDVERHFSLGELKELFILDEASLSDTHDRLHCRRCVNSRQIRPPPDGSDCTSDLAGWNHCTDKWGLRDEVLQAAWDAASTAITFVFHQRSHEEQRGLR
esBAF inh: inhibitors of esBAF chromatin remodeling in mouse ES cells; Bmi1-luciferase knock-in reporter, 24 h; 100% = twice the neutral-well signal; reporter increase, % at 12.5 µM; actives 2% (n = 350,000); AID 602393; in the data active means activation above about 40%; inconclusive means no clear call, values can overlap the other calls;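 further: 0% = median of the plate's neutral control wells and 100% = double that signal; a rise in the Bmi1 reporter signal indicates esBAF inhibition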
An asterisk follows results filed as active; ? = inconclusive; / = not tested or not shown.

SMILES | EWS-Fli inh | RAD52 inh | E-selectin induc | S100A4 inh HTS | Xi reactivation | FN deposition inh | RAD54 inh | esBAF inh
CN(Cc1ccccc1)c1oc(COc2ccccc2F)nc1C#N | -24 | -1 | 0.2 | 0 | 0.2 | 2 | -18 | 14
COc1ccc(NC(=O)CCCCC(=O)Nc2ccc(OC)cc2)cc1 | 7 | -10 | 0.5 | -21 | 0.0 | 1 | -2 | 0
Cc1cc(C(=O)Nc2cccc3c2O[C@H](CN(C)C)[C@@H](C)CN([C@@H](C)CO)C3=O)n(C)n1 | 11 | 17 | -0.1 | -1 | 0.0 | -18 | 2 | 2
Cc1nn(Cc2ccccc2)c(Cl)c1C(=O)NCCc1ccccc1 | -37 | -53 | / | -14 | 0.0 | 3 | -5 | /
Cc1ccc(C)c(N2CCN(C(=O)CCc3nc(-c4ccccc4C)no3)CC2)c1 | 8 | -37 | 0.0 | -2 | 0.1 | 0 | -3 | -7
CN1C[C@H]2[C@@H](c3ccccc31)[C@H](CO)N2Cc1ccccc1 | 2 | / | 0.4 | / | 0.2 | / | 6 | -9
Cc1nn2c(Nc3ccc(F)cc3)c3c(nc2c1-c1ccccc1)CCC3 | -8 | 11 | / | -1 | -0.2 | -1 | / | /
COc1ccc(/C=N/OCC(=O)N(Cc2ccc(OC)cc2)c2ccccc2C(=O)O)cc1 | 10 | -18 | / | 5 | 0.1 | / | / | /
CN(Cc1cc2ccccc2[nH]c1=O)C(=O)c1cccs1 | -8 | -20 | / | -4 | 0.0 | / | -10 | 15
Cc1nccn1CCC1CCCCN1C(=O)CCc1nnc(-c2ccsc2)o1 (configuration not stated) | 7 | -23 | / | -1 | 0.0 | -6 | / | /
COc1ccc(CSc2nnc(-c3ccncc3)n2C)cc1F | -16 | -12 | -0.1 | -21 | 0.0 | -3 | -8 | 2
CC(C)(C)OC(=O)N1CCCC(C(=O)Nc2ccc(C(=O)NCCc3ccccc3)cc2)C1 (configuration not stated) | -13 | -10 | 0.1 | 11 | 0.0 | 5 | 4 | 12
CC1(C)c2[nH]c3ccccc3c2C[C@@H]2C(=O)N(c3cc(F)ccc3F)C(=O)N21 | -3 | / | -0.1 | / | 0.0 | 8 | 14 | 9
CN1CCN(C(=O)C[C@@H]2CC[C@@H]3[C@H](COC[C@H](O)CN3Cc3ccc(Oc4ccccc4)cc3)O2)CC1 | -2 | 32 | -0.1 | -1 | 0.4 | 2 | -10 | -8
O=C(NC1CCCCC1)c1n[nH]c2c1CC(c1ccccc1)CC2 (configuration not stated) | -59 | -4 | -0.2 | 1 | 0.0 | -2 | 3 | 70*
Cc1cc2oc(=O)cc(CN3CCN(S(=O)(=O)c4cccs4)CC3)c2cc1C | / | / | -0.2 | / | 0.2 | -3 | -2 | /
CCOC(=O)N1CCC(NC(=O)Cn2nc(-c3ccccc3)ccc2=O)CC1 | -5 | -2 | / | -1 | / | / | -5 | -3
CCN(CC(=O)NC(C)C)C(=O)c1ccc(Cl)cc1 | 7 | -21 | / | 11 | -0.1 | -1 | 6 | /
CCCN1C(=O)c2ccccc2NC1c1ccc(Cl)c(Cl)c1 (configuration not stated) | 4 | -2 | / | -13 | 0.2 | / | 1 | -1
Cc1ccc(OCC(=O)NCCCNC(=O)c2cccnc2)cc1C | -26 | -11 | 0.1 | 0 | 0.0 | -4 | 0 | -1
CC[C@H]1C=C[C@@H](C(C(=O)OC)C(=O)OC)CN1C(C)=O | 15 | 0 | -0.1 | -5 | 0.0 | 7 | -9 | -3
C[C@H]1CCCCO[C@@H](CN(C)S(=O)(=O)c2ccccc2)[C@@H](C)CN([C@@H](C)CO)C(=O)c2cc(NC(=O)NC3CCCCC3)ccc2O1 | 14 | / | 0.8 | -18 | 0.0 | 4 | -7 | 0
N#C[C@H]1[C@H](c2ccc(C#CC3CC3)cc2)[C@@H](CO)N1S(=O)(=O)c1ccccc1 | 13 | -79 | -0.2 | -7 | -0.1 | 0 | -2 | 0
COc1cc(NC(=O)C2(C)CCN2C(C)C)cc(OC)c1OC (configuration not stated) | -22 | -3 | 1.7 | 1 | 0.1 | -5 | -21 | -5
O=C(CC1CC1)Nc1ccc2c(c1)[C@H]1C[C@@H](CC(=O)N3CCOCC3)O[C@H](CO)[C@H]1O2 | 1 | / | -0.2 | / | 0.0 | 7 | -2 | -4
CCCOc1ccc(-c2csc3ncn(Cc4ccc(C(=O)O)cc4)c(=O)c23)cc1 | -6 | -8 | / | 4 | 0.2 | 6 | / | /
CC(=O)N1[C@H](CO)[C@H](c2ccccc2)C12CN(Cc1nccs1)C2 | 0 | -7 | -0.3 | 7 | 0.1 | / | / | /
C[C@@H]1CN([C@H](C)CO)C(=O)Cc2cc(NC(=O)Cn3cnnn3)ccc2O[C@H]1CN(C)S(=O)(=O)c1ccc(Cl)cc1 | -11 | 3 | -0.2 | -1 | 0.2 | -21 | -25 | 2
Nc1ccc(SCC(=O)Nc2cccc([N+](=O)[O-])c2)cc1 | -25 | -3 | -1.1 | 1 | 0.0 | 1 | / | /
CCN(CC)S(=O)(=O)c1cc(C(=O)Nc2ccccc2[N+](=O)[O-])ccc1Cl | -100 | / | -0.6 | / | 0.0 | -8 | 11 | /
C[C@H](CO)N1C[C@H](C)[C@@H](CN(C)C(=O)c2ccccc2)OCCCC[C@H](C)Oc2ccc(NC(=O)Nc3ccc4c(c3)OCO4)cc2C1=O | 1 | -11 | -0.1 | 2 | -0.1 | / | 5 | -3
Cc1ccc(/C=N/Nc2cc(C)nc(NCc3ccccc3)n2)cc1 | 1 | -64 | 9.2 | -1 | 0.6 | -1 | / | 4
COc1ccccc1S(=O)(=O)N[C@H]1CC[C@@H](CC(=O)NCc2cccc(F)c2)O[C@@H]1CO | -21 | 3 | -0.2 | -9 | -0.4 | 10 | 14 | -3
O=C(O)CSc1ccc(S(=O)(=O)N2CCCC2)cn1 | 2 | -1 | / | -4 | 0.6 | -6 | 2 | 5
CC(=O)N1CCN(c2ccc(NC(=O)c3cccc(Cl)c3Cl)cc2)CC1 | -2 | -11 | 0.1 | -29 | 0.3 | 1 | -1 | -2
CCOc1cc(/C=N/NC(=O)c2cccnc2)ccc1OCC(=O)N1CCOCC1 | / | / | / | / | 0.0 | -1 | -5 | -11
COc1ccc(NC(=O)C(=O)NCCCO)cc1Cl | -14 | -11 | 14 | -12 | 0.1 | 5 | 5 | 32
Cc1ccc(S(=O)(=O)NNC(=O)c2cccc(O)c2)cc1 | -3 | -9 | 73* | 14 | 0.0 | -1 | / | 4
CC(=O)Nc1ccc(S(=O)(=O)NC2CCS(=O)(=O)C2)cc1Cl (configuration not stated) | 21 | -2 | / | 1 | 0.3 | 3 | / | /
CC(=O)Nc1ccc(NC(=O)CCn2c(=S)oc3ccccc32)cc1 | 1 | -16 | / | -9 | 0.0 | 1 | / | /

Rewritten with values under each structure: entries from further up
Values run as follows: EWS-Fli inh	RAD52 inh	E-selectin induc	S100A4 inh HTS	Xi reactivation	FN deposition inh	RAD54 inh	esBAF inh
> CCCOc1ccc(-c2csc3ncn(Cc4ccc(C(=O)O)cc4)c(=O)c23)cc1
→ -6	-8	/	4	0.2	6	/	/
> N#C[C@H]1[C@H](c2ccc(C#CC3CC3)cc2)[C@@H](CO)N1S(=O)(=O)c1ccccc1
→ 13	-79	-0.2	-7	-0.1	0	-2	0
> O=C(O)CSc1ccc(S(=O)(=O)N2CCCC2)cn1
→ 2	-1	/	-4	0.6	-6	2	5
> COc1ccccc1S(=O)(=O)N[C@H]1CC[C@@H](CC(=O)NCc2cccc(F)c2)O[C@@H]1CO
→ -21	3	-0.2	-9	-0.4	10	14	-3
> O=C(CC1CC1)Nc1ccc2c(c1)[C@H]1C[C@@H](CC(=O)N3CCOCC3)O[C@H](CO)[C@H]1O2
→ 1	/	-0.2	/	0.0	7	-2	-4
> C[C@H]1CCCCO[C@@H](CN(C)S(=O)(=O)c2ccccc2)[C@@H](C)CN([C@@H](C)CO)C(=O)c2cc(NC(=O)NC3CCCCC3)ccc2O1
→ 14	/	0.8	-18	0.0	4	-7	0
> COc1cc(NC(=O)C2(C)CCN2C(C)C)cc(OC)c1OC (configuration not stated)
→ -22	-3	1.7	1	0.1	-5	-21	-5

(more compounds)
SMILES | EWS-Fli inh | RAD52 inh | E-selectin induc | S100A4 inh HTS | Xi reactivation | FN deposition inh | RAD54 inh | esBAF inh
Cc1cc(C(=O)N2CCC(C(=O)O)CC2)c(C(F)(F)F)o1 | 20 | -4 | / | 8 | 0.0 | 6 | / | 1
COc1ccc(CCNC(=O)Cn2nnc(C(=O)Nc3ccc(Br)cc3)c2N)cc1OC | -32 | -22 | / | -10 | 0.0 | 4 | -6 | 14
O=C(Nc1ccc([N+](=O)[O-])cc1)c1cccc(S(=O)(=O)Nc2cccnc2)c1 | 3 | -6 | 1.9 | -2 | 0.0 | 0 | 3 | 3
CCCNC(=O)Nc1ccc2c(c1)OC[C@@H](C)N(Cc1ccccn1)C[C@H](C)[C@@H](OC)CN(C)C2=O | 1 | -5 | 0.1 | 2 | 0.4 | -1 | -8 | -1
O=C(NCCS(=O)(=O)N1CCN(c2ccccc2)CC1)c1ccco1 | -8 | -6 | 6.6 | 4 | 0.2 | -4 | 1 | 5
O=C(Cn1cc([N+](=O)[O-])cn1)NCc1ccc(-n2cccn2)cc1 | -1 | -10 | / | -2 | 0.5 | 15 | / | /
COc1cccc(C(O)c2nc(-c3ccccc3C)cs2)c1 (configuration not stated) | -3 | -2 | / | 7 | -0.1 | / | -3 | 3
CCCC(=O)Nc1ccccc1-c1nnc(SC)[nH]c1=O | -3 | -7 | 2.2 | -7 | -0.1 | -4 | -3 | -9
CCC(c1nc2ccccc2[nH]1)n1c(=O)c(-c2cccnc2)nc2ccccc21 (configuration not stated) | 1 | -8 | 0.4 | 2 | 0.1 | 2 | / | /
CCC(C)c1ccccc1NC(=O)c1cc2cccc([N+](=O)[O-])c2[nH]1 (configuration not stated) | 8 | -30 | / | 0 | 0.0 | 1 | 4 | /
COc1cc(C2NC(=O)NC(c3ccccc3)=C2C(C)=O)ccc1OCC#N (configuration not stated) | / | -9 | / | ? | / | 0 | 1 | -2
CCN1CCN(C(=O)c2ccc(C)c(S(=O)(=O)Nc3cccc(C)c3)c2)CC1 | / | -15 | -0.7 | 3 | 0.0 | / | -19 | -5
COc1ccc(-c2csc(-c3cccs3)n2)c(OC)c1 | -5 | -25 | 0.1 | 1 | 0.0 | 5 | -10 | 25
COc1ccc(NC(=O)Nc2cccc3c2O[C@@H](CN(C)S(=O)(=O)c2cccs2)[C@@H](C)CN([C@@H](C)CO)C3=O)cc1 | -17 | -11 | -0.2 | 7 | -0.3 | 9 | -6 | 12

Profiles as entered above. Values in the order: EWS-Fli inh	RAD52 inh	E-selectin induc	S100A4 inh HTS	Xi reactivation	FN deposition inh	RAD54 inh	esBAF inh
`CCC(c1nc2ccccc2[nH]1)n1c(=O)c(-c2cccnc2)nc2ccccc21` (configuration not stated) as listed: 1	-8	0.4	2	0.1	2	/	/
`CCOC(=O)N1CCC(NC(=O)Cn2nc(-c3ccccc3)ccc2=O)CC1` as listed: -5	-2	/	-1	/	/	-5	-3
